Compound activity as filed in PubChem.
sEH inhibitor: blocks human soluble epoxide hydrolase activity | inhibition, % at 2 µM | recombinant human sEH enzymatic activity assay | actives 0.34% (n = 91,000); in the data active = inhibition above about 80%; also: values of inactives mirror those of a sister screen read the other way; many of its hits are not listed in these tables
Target sequence (P34913 whole entry, looked up): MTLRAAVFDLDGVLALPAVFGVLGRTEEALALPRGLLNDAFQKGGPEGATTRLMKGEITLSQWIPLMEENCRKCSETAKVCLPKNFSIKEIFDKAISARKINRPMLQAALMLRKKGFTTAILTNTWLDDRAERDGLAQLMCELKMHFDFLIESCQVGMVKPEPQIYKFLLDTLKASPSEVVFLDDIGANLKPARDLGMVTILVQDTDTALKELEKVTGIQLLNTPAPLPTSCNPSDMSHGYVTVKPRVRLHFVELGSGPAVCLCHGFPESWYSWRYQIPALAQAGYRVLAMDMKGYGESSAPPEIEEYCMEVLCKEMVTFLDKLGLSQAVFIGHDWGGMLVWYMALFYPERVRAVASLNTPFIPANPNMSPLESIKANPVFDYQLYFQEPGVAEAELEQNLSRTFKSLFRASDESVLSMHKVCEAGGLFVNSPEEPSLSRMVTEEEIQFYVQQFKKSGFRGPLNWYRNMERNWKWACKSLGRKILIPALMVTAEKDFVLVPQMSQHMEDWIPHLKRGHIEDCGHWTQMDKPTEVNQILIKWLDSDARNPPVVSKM
MT1-MMP txn act: activates MT1-MMP transcription | HT1080 MT1-MMP promoter luciferase reporter, luminescence, overnight; active compounds read high | activation factor at 10 µM | actives 0.16% (n = 86,000);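 active = activation factor of at least 2 for MT1-MMP transcription at 10 µM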
Calb biofilm kill: kills Candida albicans biofilms; C. albicans biofilm + clotrimazole, Alamar Blue; inhibition, % at 6 µM; AID 834; actives 0.14% (n = 85,000);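 active = inhibition above 20%; inactive = inhibition below 20%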;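 also: preformed 24 hr biofilms exposed to compound for 48 hr; 0% = biofilm without compound and 100% = blank killed by clotrimazole plus chlorhexidine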
sEH act: activators of human soluble epoxide hydrolase. actives 0.04% (n = 91,000). purified human sEH enzymatic activity, activator screen. activation, % at 2 µM; in the data active = activation above about 37%; also: values of inactives mirror those of a sister screen read the other way
* = called active by the depositor; / = not tested or not shown. An excerpt, so the mix of outcomes need not match the whole.

SMILES	sEH inhibitor	MT1-MMP txn act	Calb biofilm kill	sEH act
C[C@]1(C(=O)NCCc2c[nH]c3ccccc23)C=C[C@@H](Cc2ccccc2)N1C(=O)c1ccccc1	/	1.1	/	/
COC(=O)[C@H](C)[C@@H]1C[C@@]1(C)[C@@H](NC(=O)OCc1ccccc1)c1ccccc1	/	1.2	/	/
COC(=O)[C@@]1(Cc2ccc(OC)cc2)[C@H]2c3cc(C(=O)N4CCCC4)n(CCCNc4ncc(C(F)(F)F)cc4Cl)c3C[C@H]2CN1C(=O)c1ccccc1	/	1.1	/	/
O=C(CC1(O)C(=O)Nc2cc(Cl)cc(Cl)c21)c1ccccc1O (stereo not given)	/	1.1	/	/
CCC/C=C(\CCC)C(NS(=O)(=O)c1ccc(Cl)cc1)c1ccc(C(=O)OC)cc1 (stereo not given)	/	1.3	/	/
CCCC1(C(=O)OC)C=C2C(=C(C(C)C)C(=O)C2C)CN1 (stereo not given)	/	1.1	/	/
CCCCC#Cc1ccccc1CC(=O)Nc1ccccc1	/	1	/	/
CC(C)Cn1c(N)c(C(=O)COC(=O)c2cc(C(F)(F)F)nc3ccccc23)c(=O)n(C)c1=O	/	1	/	/
CC(O)CSc1nc2c(c(=O)n(C)c(=O)n2C)n1CCCc1ccccc1 (stereo not given)	/	1.2	/	/
Clc1ccc(-n2ncc3c(N4CCCC4)ncnc32)cc1	/	1.2	/	/
COC(=O)[C@@H]1C[C@@]2(O)[C@H](O)[C@H](O)[C@H](O)C[C@H]2N1CC1CC1	/	1	/	/
COC(=O)[C@@]1(Cc2ccccc2)[C@H]2c3cc(C(=O)N(C)C)n(Cc4ccc(O)c(OC)c4)c3C[C@H]2CN1C(=O)c1ccccc1	/	1.1	/	/
C/C(=C\[C@@H](NP(=O)(c1ccccc1)c1ccccc1)c1ccccc1)CO[Si](c1ccccc1)(c1ccccc1)C(C)(C)C	/	1.1	/	/
CCOC(=O)C1=C(C)N(CCCC(=O)O)C(=O)NC1c1ccc(Cl)cc1 (stereo not given)	/	1.1	/	/
COC(=O)c1ccc(C23CC2(C(NP(=O)(c2ccccc2)c2ccccc2)c2ccccc2)C3)cc1 (stereo not given)	/	1.2	/	/
COC(=O)C1=C(C)N(CCCC(=O)O)C(=O)NC1c1ccccc1OS(=O)(=O)c1ccc([N+](=O)[O-])cc1 (stereo not given)	/	1.2	/	/
COC(=O)[C@@]1(Cc2ccccc2)[C@H]2c3cc(C(=O)N4CCCC4)n(CCSCCO)c3C[C@H]2CN1C(=O)c1ccccc1	/	1.1	/	/
COC(=O)C1=C(C)N(CCCC(=O)O)C(=O)NC1c1cccc(Cl)c1Cl (stereo not given)	/	1.2	/	/
CC1(C(=O)NCc2cc(F)cc(C(F)(F)F)c2)C=CC2(CCCCC2)N1C(=O)c1ccccc1 (stereo not given)	/	1	/	/
COC(=O)[C@@]1(Cc2ccc(F)cc2)[C@H]2c3cc(C(=O)N(C)C)n(CCSCCO)c3C[C@H]2CN1C(=O)c1ccccc1	/	1.3	/	/
O=C(O)c1cc(C(F)(F)F)nc2ccccc12	/	1	/	/
CCC1=C(OC(=O)N(CC)CC)N2C(=O)OC(=NCCc3c[nH]c4ccccc34)[C@]2(C)[C@H]2C1=CC[C@H]1C(=O)N(C)C(=O)[C@H]12	/	1.1	/	/
CCN1CCN(C(c2cccs2)C(C)NC(=O)c2cccc(OC)c2)CC1 (stereo not given)	/	1.2	/	/
C=CCNc1nc2c(c(=O)n(C)c(=O)n2C)n1CC(=C)C	/	1.1	/	/
Cn1c(N)c(C(=O)COC(=O)c2cc(C(F)(F)F)nc3ccccc23)c(=O)n(Cc2ccccc2)c1=O	/	1.2	/	/
CCC/C=C(\CCC)C(NC(=O)c1ccc(C(F)(F)F)cc1)c1ccccc1 (stereo not given)	/	1.2	/	/
CC1=C(C(=O)OCC(Br)(Br)Br)C(c2ccccc2)NC(=O)N1CCCC(=O)O (stereo not given)	/	1.3	/	/
CCOC(=O)C1=C(CCc2ccccc2)NC(=O)NC1c1ccc(Cl)cc1 (stereo not given)	/	1.1	/	/
c1coc(CNc2ncnc3ccccc23)c1	/	1.3	/	/
CCC(Sc1nc2n[nH]c(C)c2c(=N)n1-c1cccc(Cl)c1)C(=O)NCCOC (stereo not given)	/	1.1	/	/

Reformatted as comma-separated lines: 20 of the compounds above
Structure,sEH inhibitor,MT1-MMP txn act,Calb biofilm kill,sEH act
CCCC1(C(=O)OC)C=C2C(=C(C(C)C)C(=O)C2C)CN1 (stereo not given),/,1.1,/,/
CCCCC#Cc1ccccc1CC(=O)Nc1ccccc1,/,1,/,/
CC(C)Cn1c(N)c(C(=O)COC(=O)c2cc(C(F)(F)F)nc3ccccc23)c(=O)n(C)c1=O,/,1,/,/
CC(O)CSc1nc2c(c(=O)n(C)c(=O)n2C)n1CCCc1ccccc1 (stereo not given),/,1.2,/,/
Clc1ccc(-n2ncc3c(N4CCCC4)ncnc32)cc1,/,1.2,/,/
COC(=O)[C@@H]1C[C@@]2(O)[C@H](O)[C@H](O)[C@H](O)C[C@H]2N1CC1CC1,/,1,/,/
COC(=O)[C@@]1(Cc2ccccc2)[C@H]2c3cc(C(=O)N(C)C)n(Cc4ccc(O)c(OC)c4)c3C[C@H]2CN1C(=O)c1ccccc1,/,1.1,/,/
C/C(=C\[C@@H](NP(=O)(c1ccccc1)c1ccccc1)c1ccccc1)CO[Si](c1ccccc1)(c1ccccc1)C(C)(C)C,/,1.1,/,/
CCOC(=O)C1=C(C)N(CCCC(=O)O)C(=O)NC1c1ccc(Cl)cc1 (stereo not given),/,1.1,/,/
COC(=O)c1ccc(C23CC2(C(NP(=O)(c2ccccc2)c2ccccc2)c2ccccc2)C3)cc1 (stereo not given),/,1.2,/,/
COC(=O)C1=C(C)N(CCCC(=O)O)C(=O)NC1c1ccccc1OS(=O)(=O)c1ccc([N+](=O)[O-])cc1 (stereo not given),/,1.2,/,/
COC(=O)[C@@]1(Cc2ccccc2)[C@H]2c3cc(C(=O)N4CCCC4)n(CCSCCO)c3C[C@H]2CN1C(=O)c1ccccc1,/,1.1,/,/
COC(=O)C1=C(C)N(CCCC(=O)O)C(=O)NC1c1cccc(Cl)c1Cl (stereo not given),/,1.2,/,/
CC1(C(=O)NCc2cc(F)cc(C(F)(F)F)c2)C=CC2(CCCCC2)N1C(=O)c1ccccc1 (stereo not given),/,1,/,/
COC(=O)[C@@]1(Cc2ccc(F)cc2)[C@H]2c3cc(C(=O)N(C)C)n(CCSCCO)c3C[C@H]2CN1C(=O)c1ccccc1,/,1.3,/,/
O=C(O)c1cc(C(F)(F)F)nc2ccccc12,/,1,/,/
CCC1=C(OC(=O)N(CC)CC)N2C(=O)OC(=NCCc3c[nH]c4ccccc34)[C@]2(C)[C@H]2C1=CC[C@H]1C(=O)N(C)C(=O)[C@H]12,/,1.1,/,/
CCN1CCN(C(c2cccs2)C(C)NC(=O)c2cccc(OC)c2)CC1 (stereo not given),/,1.2,/,/
C=CCNc1nc2c(c(=O)n(C)c(=O)n2C)n1CC(=C)C,/,1.1,/,/
Cn1c(N)c(C(=O)COC(=O)c2cc(C(F)(F)F)nc3ccccc23)c(=O)n(Cc2ccccc2)c1=O,/,1.2,/,/

(list continues)
SMILES	sEH inhibitor	MT1-MMP txn act	Calb biofilm kill	sEH act
COC(=O)[C@H](Cc1ccccc1)NC(=O)[C@H]1C[C@@H]1[C@H](NC(=O)OCc1ccccc1)c1ccccc1	/	1.2	/	/
COC(=O)C1=C(C)N(CCCC(=O)O)C(=O)NC1c1ccc(Cl)cc1 (stereo not given)	/	1.1	/	/
COC(=O)[C@@]1(Cc2ccc(OC)cc2)[C@H]2c3cc(C(=O)N4CCCC4)n(Cc4cc(C)n(C)n4)c3C[C@H]2CN1C(=O)c1ccccc1	/	1	/	/
CCC1=C(OC(=O)N(CC)CC)N2C(=O)OC(=NCC3CC3)[C@]2(C)[C@H]2C1=CC[C@H]1C(=O)N(CC)C(=O)[C@H]12	/	1.2	/	/
CCC1=C2CC[C@H]3C(=O)N(CC)C(=O)[C@H]3[C@H]2[C@@]2(Cc3ccccc3)C(=NCC3CC3)OC(=O)N2C1=O	/	1.1	/	/
CC(C)Cn1c(N)c(C(=O)COC(=O)c2cc(C3CC3)nc3ccccc23)c(=O)n(C)c1=O	/	1	/	/
COc1ccc(C2CC(=O)c3c(C)nc(N4CCN(c5ccccc5)CC4)nc3C2)cc1 (stereo not given)	/	0.7	/	/
COC(=O)[C@@H]1C[C@@]2(O)[C@H](O)[C@H](O)[C@H](O)C[C@H]2N1CC(c1ccccc1)c1ccccc1	/	1	/	/
CNCCc1ccccn1	/	1.3	/	/
COC(=O)[C@H]1C[C@@H]1[C@H](NC(=O)c1cnccn1)c1ccccc1	/	1.3	/	/
CCCC[C@@H]1C[C@H]1C(NC(=O)c1ccco1)c1ccccc1C(F)(F)F (stereo not given in full)	/	1.2	/	/
COc1ccc(/C(O)=C2/C(=O)C(=O)N(CC3CCCO3)C2c2cccc(OC)c2)cc1 (stereo not given)	/	1	/	/
Cc1ccsc1C1NC(=O)c2c(sc3c2CCCC3)N1 (stereo not given)	/	1.4	/	/
CCC/C=C(\CCC)C(NS(=O)(=O)c1ccc(C(F)(F)F)cc1)c1ccc(-c2ccccc2)cc1 (stereo not given)	/	1.2	/	/
COC(=O)[C@@]1(Cc2ccc(F)cc2)[C@H]2c3cc(C(=O)N4CCCC4)n(Cc4ccc(OC(F)(F)F)cc4)c3C[C@H]2CN1C(=O)c1ccccc1	/	1.3	/	/
COC(=O)[C@@]1(Cc2ccc(F)cc2)[C@H]2c3cc(C(=O)N4CCCC4)n(CCc4c[nH]c5cc(F)ccc45)c3C[C@H]2CN1C(=O)c1ccccc1	/	1.1	/	/
COC(=O)C1=C(COc2ccccc2)NC(=O)NC1c1ccc(Br)cc1 (stereo not given)	/	1.1	/	/
COc1ccc(-c2cc(C(F)(F)F)n3ncc(C(=O)NCC4CCCO4)c3n2)cc1OC (stereo not given)	/	1.1	/	/
NCCn1c(-c2ccccc2)cc(C(=O)O)c1-c1ccccc1F	/	1.2	/	/
CCN1CCN(C(c2ccccc2)c2sc3nc(C)nn3c2O)CC1 (stereo not given)	/	1.4	/	/
CC1=C(C(=O)OCc2ccccc2)C(c2ccc(C#N)cc2)NC(=O)N1CCCC(=O)O (stereo not given)	/	1.2	/	/
COC(=O)C1(Cc2ccccc2)C=C2C(=C(C(C)C)C(=O)C2C)CN1 (stereo not given)	/	2.1*	/	/
COC(=O)[C@@]1(Cc2ccc(OC)cc2)[C@@H]2C(=CC(=O)[C@H]2CC(=O)C(=O)N2CCCC2)CN1C(=O)c1ccccc1	/	1.1	/	/
COC(=O)[C@@]1(Cc2ccc(OC)cc2)[C@@H]2C(=CC(=O)[C@H]2CC(=O)C(=O)N(C)C)CN1C(=O)c1ccccc1	/	1.2	/	/
Cc1nn(-c2ccccc2)c(OC(=O)c2cccs2)c1S(=O)(=O)c1ccccc1	/	1	/	/
CC(C)C[C@H](NC(=O)Nc1cccc(C(F)(F)F)c1)C(=O)O	/	1	/	/
Nc1ccc(N=Nc2ccccc2)c(N)n1	/	1.7	/	/
Cc1cc(C)nc(N2CCN(c3nc(C)nc4c3oc3ccccc34)CC2)n1	/	1.1	/	/
CCC1=C(OC(=O)N(CC)CC)N2C(=O)OC(=NCC(=O)OC)[C@]2(Cc2ccccc2)[C@H]2C1=CC[C@H]1C(=O)N(C)C(=O)[C@H]12	/	1.2	/	/
CNC(=O)[C@@]1(Cc2ccccc2)C=C[C@@H](C)N1C(=O)OC	/	1.1	/	/
Cc1nnc(SCCN2CCOCC2)n1C	/	/	9.7	/
COc1ccc(C)cc1NC(=O)C1CCCN(S(=O)(=O)c2cccc3nonc23)C1 (stereo not given)	/	/	10.4	/
Cc1ccc(NC(=O)COc2ccc(/C(N)=N/O)cc2)cc1C	/	/	6.0	/
O=C1C(C=NCCN2CCOCC2)=C(O)c2ccccc21	/	/	5.7	/
COc1ccc(C2C(C(=O)OC3CCCCC3)=C(C)Nc3nnnn32)c(OC)c1OC (stereo not given)	/	/	9.8	/
CCc1c(C#N)c(SCc2c(C)noc2C)nc2c1C(=O)CC(C)(C)C2	/	/	3.9	/
Cc1ccc(/C=N\NC(=O)c2csnn2)cc1	13.7	/	/	-8.6
CCn1c(SCc2ccc(F)cc2)nnc1-c1nn(-c2ccccc2)ccc1=O	-10.9	/	/	9.6
CCN=C1S/C(=C\c2ccc(Sc3ccc(Cl)cc3)o2)C(=O)N1CC	10.9	/	/	-8.4
COc1ccc(OC)c(NC(=S)NCc2ccco2)c1	-2.2	/	/	-0.8
CCCc1c(C)c(C#N)c2nc3ccccc3n2c1NCCCN1CCOCC1	-4.7	/	/	2.9
C=C(C)c1cccc(C(C)(C)NC(=O)NCc2ccc(OC)c(OC)c2)c1	27.2	/	/	-25.2
COc1ccc2nc(NC(=O)CSc3nnc(C)s3)sc2c1	-15.2	/	/	12.1
O=C(COc1ccccc1)Nc1ccc(CSc2ccccc2)cc1	12.7	/	/	-14.4
FC(F)(F)c1cccc(Oc2cc(C(F)(F)F)nc(-c3ccccn3)n2)c1	0.6	/	/	2.3
C/C(=C\C(=O)c1ccc(C)cc1)NCc1ccc(F)cc1	14.5	/	/	-15.4
S=c1[nH]nc(C2CCCCC2)n1/N=C/c1cccs1	-0.1	/	/	-0.2
O=C(Nc1ccn(Cc2ccccc2F)n1)c1ccc(COc2ccc(Br)cc2)cc1	6.5	/	/	-5.8
O=C(NNC(=O)c1ccccc1Cl)c1cccs1	-13.5	/	/	14.7
COC(=O)c1c(NC(=O)c2ccco2)sc2c1CCC2	-7.1	/	/	7.6
